PLAP activator = human PLAP activation. AID 696. activation fold at 20 µM. 1.2% of 96,000 active. purified PLAP enzyme, luminescent substrate read-out; active compounds read high. P05187; in the data active means activation fold above about 2
ERa SRC1 inh = blocks coactivator binding to human estrogen receptor alpha; P03372; TR-FRET ER-alpha LBD / SRC-1 peptide, estradiol-bound; inhibition, % at 25.6 µM; 1.7% of 86,000 active; in the data active means inhibition above about 50%;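 further: 0% = receptor plus peptide control and 100% = peptide only without receptor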
Target sequence (P03372 whole entry, looked up, the tested form may be a part): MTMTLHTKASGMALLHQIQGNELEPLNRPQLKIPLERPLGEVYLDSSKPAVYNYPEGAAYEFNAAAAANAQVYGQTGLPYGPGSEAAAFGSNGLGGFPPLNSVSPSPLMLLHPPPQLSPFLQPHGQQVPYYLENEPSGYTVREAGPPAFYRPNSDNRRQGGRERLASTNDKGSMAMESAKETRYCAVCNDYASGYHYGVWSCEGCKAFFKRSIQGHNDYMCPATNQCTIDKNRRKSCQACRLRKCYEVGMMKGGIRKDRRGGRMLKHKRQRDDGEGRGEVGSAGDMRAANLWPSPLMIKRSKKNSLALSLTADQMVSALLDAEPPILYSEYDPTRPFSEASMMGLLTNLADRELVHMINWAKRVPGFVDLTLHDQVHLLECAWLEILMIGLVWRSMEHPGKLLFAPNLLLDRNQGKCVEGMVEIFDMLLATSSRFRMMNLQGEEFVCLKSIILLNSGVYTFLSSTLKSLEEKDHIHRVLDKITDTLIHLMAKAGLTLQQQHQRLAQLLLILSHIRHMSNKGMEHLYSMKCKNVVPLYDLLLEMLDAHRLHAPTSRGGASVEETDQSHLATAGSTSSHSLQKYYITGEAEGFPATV
FAK inh = blocks human focal adhesion kinase activity | biochemical FAK kinase activity assay | inhibition, %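 (tested at 7 µM)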 | 0.84% of 97,000 active | Q05397; in the data active means inhibition above about 19%;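 further: 0% = DMSO and 100% = reference compound high control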
MT1-MMP txn act = MT1-MMP promoter transcription activation | HT1080 MT1-MMP promoter luciferase reporter, luminescence, overnight; active compounds read high | activation factor at 10 µM | 0.16% of 86,000 active;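 active means activation factor of at least 2 for MT1-MMP transcription at 10 µM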
Mac1 fbg inh = blocks human CD11b/CD18 adhesion to fibrinogen | P05107+P11215 | K562 CD11b/CD18 adhesion to fibrinogen, ATPlite luminescence; Mn2+ added to activate the integrin | inhibition, % at 10 µM | 0.54% of 93,000 active | AID 1497;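 active means primary inhibition of 50% or more at 10 µM, then 40% or more on retest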; further: some results filed as inactive read as strong as hits
ERa SRC1 pot = enhances coactivator binding to human estrogen receptor alpha | P03372 | TR-FRET ERalpha-LBD/SRC-Cy5 coactivator binding, 2 h; 100 = basal binding, no effect | coactivator binding (% of control), % at 25.6 µM | 1.3% of 86,000 active | AID 639; in the data active means activity above about 200%;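 further: binding measured in presence of low estradiol as agonist stimulus; 0% = peptide alone without receptor and 100% = receptor with peptide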
E coli WT exp = E. coli BW25113 growth inhibition, expanded screen; OD600 absorbance; growth inhibition, % at 100 µM; 0.15% of 98,000 active; AID 710;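 active means growth inhibition above about 50% at one test dose, limit read from the data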;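 further: growth measured after 20 h incubation at 37 °C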
Mac1 fbg enh = enhancers of human CD11b/CD18 binding to fibrinogen | activation, % at 10 µM | 0.07% of 93,000 active | P05107+P11215 | K562 CD11b/CD18 adhesion to fibrinogen, ATPlite luminescence;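 active means 10 µM primary screen giving 50% or more activity, confirmed by 40% or more on retest at that dose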; further: strong numbers were not always called active; reference of the scale not given here
ERb SRC1 inh = blocks coactivator binding to human estrogen receptor beta; TR-FRET ER-beta LBD / SRC1-Cy5 peptide binding; receptor agonist-loaded with 1 µM estradiol; inhibition, % at 25.6 µM; 1.3% of 86,000 active;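 active means compounds whose percent inhibition of the receptor-coactivator binding signal exceeds about 50% in the single-dose screen, limit read from the data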;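 further: 0% = receptor plus peptide wells without compound and 100% = peptide-only wells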
* marks the source's active call; other numbers are inactive results; / = no result given; [ ] = dose if it differs, or a comment.

SMILES	PLAP activator	ERa SRC1 inh	FAK inh	MT1-MMP txn act	Mac1 fbg inh	ERa SRC1 pot	E coli WT exp	Mac1 fbg enh	ERb SRC1 inh
CCOC(=O)Nc1ccc2c(CN3C(=O)NC(CC)(CC)C3=O)cc(=O)oc2c1	1.1	19	-1	1.2	-19	82	-2	13	23
CCNC(=O)NC1(C(=O)Nc2ccc3c(c2)OCCO3)CCCCC1	1.1	-5	3	1.2	/	103[fluorescence artefact?]	6	/	-7
COC(=O)c1ccc(CSc2nc3c(cnn3-c3ccc(C)cc3)c(=O)[nH]2)o1	/	-12	1	1.2	/	128[fluorescence artefact?]	/	/	-32[fluorescence artefact?]
CNc1nc(CC(C)=O)ns1	1	-6	-3	1	2	126	-3	0	-8
CCn1c(CC(=O)Nc2ccc(C)c(Cl)c2)nnc1SCC(=O)Nc1nc(C)cs1	1.1	5	0	1	7	112	-3	-3	9
Cn1c(CNC(=O)C(C)(C)C)nc2ccccc21	0.9	1[fluorescence artefact?]	/	1	21	111	2	2	7[fluorescence artefact?]
Cc1ccccc1NC(=O)C(C#N)Cc1cccnc1 (stereo unspecified)	1	1[fluorescence artefact?]	-12	1.2	-16	124	-5	-6	6
COC(=O)c1sccc1NC(=O)C1C2C=CC(C2)C1C(=O)O (stereo unspecified)	/	-8	-4	1.3	/	110[fluorescence artefact?]	/	/	-8
CC1CCCCC1NC(=O)CN1C(=O)NC(C)(c2ccc(OC(F)F)cc2)C1=O (stereo unspecified)	1	1	/	1	-13	116[fluorescence artefact?]	-4	-2	3
Fc1ccc(CN2CCSCC2)cc1Br	1.2	-6	/	1.2	-8	106[fluorescence artefact?]	/	1	5
CC(C)(C)OC(=O)NCCc1nnc(S(=O)(=O)Cc2ccc(Cl)cc2Cl)o1	1	-2	3	1.1	24	100	-9	6	2
CCN1CCCC1Cn1cnc2c([nH]c3ccc(Cl)cc32)c1=O (stereo unspecified)	1.2	-4	1	1.1	-3	101	5	9	-12
CCOc1cc(S(=O)(=O)N2CC=C(c3ccc(F)cc3)CC2)c(OCC)cc1-n1cnnn1	1.2	-31	-2	0.8	16	113	-22	-4	-34
COc1cccc(C(=O)CSc2nc3ccccc3n2CC(=O)N(C(C)C)C(C)C)c1	/	1	-3	1.2	/	120	/	/	-4
CCOc1ccc(NC(=O)N(CC(C)C)CC(C)C)cc1	0.8	3	-2	/	-29	106	-5	0	-6

13 entries out of the list, sorted by formula weight, smallest number first.
SMILES	PLAP activator	ERa SRC1 inh	FAK inh	MT1-MMP txn act	Mac1 fbg inh	ERa SRC1 pot	E coli WT exp	Mac1 fbg enh	ERb SRC1 inh
CNc1nc(CC(C)=O)ns1	1	-6	-3	1	2	126	-3	0	-8
Cn1c(CNC(=O)C(C)(C)C)nc2ccccc21	0.9	1[fluorescence artefact?]	/	1	21	111	2	2	7[fluorescence artefact?]
Cc1ccccc1NC(=O)C(C#N)Cc1cccnc1 (stereo unspecified)	1	1[fluorescence artefact?]	-12	1.2	-16	124	-5	-6	6
COC(=O)c1sccc1NC(=O)C1C2C=CC(C2)C1C(=O)O (stereo unspecified)	/	-8	-4	1.3	/	110[fluorescence artefact?]	/	/	-8
CCN1CCCC1Cn1cnc2c([nH]c3ccc(Cl)cc32)c1=O (stereo unspecified)	1.2	-4	1	1.1	-3	101	5	9	-12
CCNC(=O)NC1(C(=O)Nc2ccc3c(c2)OCCO3)CCCCC1	1.1	-5	3	1.2	/	103[fluorescence artefact?]	6	/	-7
COC(=O)c1ccc(CSc2nc3c(cnn3-c3ccc(C)cc3)c(=O)[nH]2)o1	/	-12	1	1.2	/	128[fluorescence artefact?]	/	/	-32[fluorescence artefact?]
CCOC(=O)Nc1ccc2c(CN3C(=O)NC(CC)(CC)C3=O)cc(=O)oc2c1	1.1	19	-1	1.2	-19	82	-2	13	23
CC1CCCCC1NC(=O)CN1C(=O)NC(C)(c2ccc(OC(F)F)cc2)C1=O (stereo unspecified)	1	1	/	1	-13	116[fluorescence artefact?]	-4	-2	3
CC(C)(C)OC(=O)NCCc1nnc(S(=O)(=O)Cc2ccc(Cl)cc2Cl)o1	1	-2	3	1.1	24	100	-9	6	2
COc1cccc(C(=O)CSc2nc3ccccc3n2CC(=O)N(C(C)C)C(C)C)c1	/	1	-3	1.2	/	120	/	/	-4
CCn1c(CC(=O)Nc2ccc(C)c(Cl)c2)nnc1SCC(=O)Nc1nc(C)cs1	1.1	5	0	1	7	112	-3	-3	9
CCOc1cc(S(=O)(=O)N2CC=C(c3ccc(F)cc3)CC2)c(OCC)cc1-n1cnnn1	1.2	-31	-2	0.8	16	113	-22	-4	-34

Later entries
SMILES	PLAP activator	ERa SRC1 inh	FAK inh	MT1-MMP txn act	Mac1 fbg inh	ERa SRC1 pot	E coli WT exp	Mac1 fbg enh	ERb SRC1 inh
COc1ccc2c(c1OC)C(=O)N(c1cccc(C)c1)C2	1	-8	-1	0.8	12	85	-2	-1	-20
COc1cc(NC(=O)c2ccc3c(c2)OCO3)ccc1NC(=O)c1ccco1	/	-32	0	1.1	/	102	/	/	-25
CCN(CC)CCN(CC)Cc1ccccc1Br	1.4	9	2	1.3	-6	123	2	-4	3[fluorescence artefact?]
CCOC(=O)CN1CC23C=CC(O2)C(C(=O)NCc2cccs2)C3C1=O (stereo unspecified)	0.9	4	-1	/	1	117	2	0	-11
CCc1c(C)c2c(C)nn(-c3ccccc3)c2[nH]c1=O	1.1	-5	-4	1.2	-12	78	-3	2	-2
CCOC(=O)C1C(c2cccs2)NC(=O)N(C)C1(O)C(F)(F)F (stereo unspecified)	1	-2	-5	1.2	/	132	-5	/	-8
Cc1sc(NC(=O)c2oc3ccccc3c2C)c(C#N)c1C	0.9	0	-6	1.2	0	141	-13	34	1
Cc1cccc2nc(=S)n(C(=O)c3ccco3)n12	1	2	-1	2.1*	1	111	5	5	1
COc1cc(-c2nnc3n2N=C(c2ccccc2)CS3)cc(OC)c1OC	1.1	4	0	0.5	-1	108[fluorescence artefact?]	-9	-3	1
CC(C)COc1ccc(C(=O)OC2CC(C)(C)OCC2CN(C)C)cc1 (stereo unspecified)	1.5	-6	-3	1.1	-2	125[fluorescence artefact?]	11	2	-10
O=C(c1cc(-c2ccccc2)on1)N1CCN(C(=O)c2ccco2)CC1	0.9	-3	-2	1.3	-21	106	8	3	-7
N#Cc1cc2c(nc1SCC(N)=O)CCCCC2	0.8	30[fluorescence artefact?]	-1	1.4	-26	73[fluorescence artefact?]	5	-2	10[fluorescence artefact?]
COC(=O)c1ccc2c(=O)n(NC(=O)C(c3ccccc3)c3ccccc3)c(=S)[nH]c2c1	1.7	2	1	1.1	-5	109	-6	18	-10
O=c1[nH]c2c(n(C3CCCCC3)c1=O)CCC2	0.9	-8	-4	1.2	-4	102	-2	2	-4
CCCC(=O)Nc1cccc(-c2nc3ccccc3o2)c1	1	3	2	1	-2	89	0	2	2

Part of the list above, set out differently:
N#Cc1cc2c(nc1SCC(N)=O)CCCCC2
  PLAP activator: 0.8
  ERa SRC1 inh: 30[fluorescence artefact?]
  FAK inh: -1
  MT1-MMP txn act: 1.4
  Mac1 fbg inh: -26
  ERa SRC1 pot: 73[fluorescence artefact?]
  E coli WT exp: 5
  Mac1 fbg enh: -2
  ERb SRC1 inh: 10[fluorescence artefact?]

COC(=O)c1ccc2c(=O)n(NC(=O)C(c3ccccc3)c3ccccc3)c(=S)[nH]c2c1
  PLAP activator: 1.7
  ERa SRC1 inh: 2
  FAK inh: 1
  MT1-MMP txn act: 1.1
  Mac1 fbg inh: -5
  ERa SRC1 pot: 109
  E coli WT exp: -6
  Mac1 fbg enh: 18
  ERb SRC1 inh: -10

Next part
SMILES	PLAP activator	ERa SRC1 inh	FAK inh	MT1-MMP txn act	Mac1 fbg inh	ERa SRC1 pot	E coli WT exp	Mac1 fbg enh	ERb SRC1 inh
COc1cccc(N(C(=O)c2ccco2)C(C(=O)NC2CCCC2)c2ccc(N(C)C)cc2)c1 (stereo unspecified)	1.5	0	2	1.1	-46	115	2	3	4
CC1(C)CC(=O)c2c(-c3cccnc3)n[nH]c2C1	0.9	-7	2	/	-10	95	5	3	-7
Cc1ccc(S(=O)(=O)N2CCN(C(=O)CSc3nnc(C)s3)C2)cc1	0.8	4	-7	1.2	-6	118	-1	2	-5
CN(C(=O)CSc1nnc(Cc2cccc3ccccc23)n1N)C1CCS(=O)(=O)C1 (stereo unspecified)	1.2	/	-1	/	5	/	6	-6	/
O=C(O)CSCc1c(F)cccc1Cl	/	-11	-2	1.2	/	110	-18	/	-5
Cc1cccc(NC(=O)c2cc(NC(=O)C3CCCCC3C(=O)O)ccc2Cl)n1 (stereo unspecified)	1.3	-1	-4	1.1	-6	102	8	-2	7
COc1ccc(OC)c(/C=N/NC(=O)c2cc[n+](CC(=O)c3ccccc3)cc2)c1	1.1	13[fluorescence artefact?]	1	1.1	-1	90	-10	-4	-1
C=CCSc1nc2ccccc2n1Cc1nnc(-c2cccs2)o1	0.8	26	-2	1.2	3	74	-6	4	9
COc1ccc(-c2nnc3n2-c2ccccc2SC3)cc1OC	1	-2	1	1	0	112	-17	8	-7
O=c1/c(=C/c2ccc(CNS(=O)(=O)c3ccccc3)o2)sc2n1CCN=2	1	51*[fluorescence artefact?]	/	1.1	1	108[fluorescence artefact?]	3	6	42
COc1ccc(NC(=O)c2c(Cl)n(C)c3ccccc23)cc1	1	/	-4	/	37	/	-3	-5	/
CCOC(=O)N1CCN(C(=O)Cc2ccc(Cl)cc2)CC1	1.1	3[fluorescence artefact?]	/	1.2	8	109	-4	0	0[fluorescence artefact?]
Cc1c(NC(C)c2ccccc2O)c(=O)n(-c2ccccc2)n1C (stereo unspecified)	1.2	5	1	1.1	4	90	1	-1	3[fluorescence artefact?]
Cc1cc(N2CCN(c3ccc(F)cc3)CC2)nc(-c2ccccc2)n1	/	-12	-3	0.9	/	108	/	/	-15
CC(C[N+](C)(C)C)OC(N)=O (stereo unspecified)	/	-4	/	1.2	/	114	/	/	-4
COc1ccc(C2C(=O)c3ccccc3C2=O)c(OC)c1	1	/	0	1	12	/	1	-3	/
CCOc1cc(C(=O)NCc2nnc(SCC(=O)OC)n2C)cc(OCC)c1OCC	1.4	-7	/	1.1	-33	136[fluorescence artefact?]	6	12	1
Cc1ccc(N2CCCn3c2cc(C)c(C#N)c3=O)cc1Cl	/	-2	4	1.2	/	120	/	/	-5
CC(=O)c1cccc(S(=O)(=O)N(CCCO)Cc2cc3ccc(C)cc3[nH]c2=O)c1	1.2	-28	0	1.1	-15	111	4	-2	-20
CCNc1nc(NCC)nc(N(C)n2cnnc2)n1	0.9	-6	-1	1	-6	106	-6	-2	-5
O=C(Nc1cccnc1)c1cc2c(ccc3ccccc32)o1	0.9	28[fluorescence artefact?]	5	1.5	10	118[fluorescence artefact?]	-3	8	-3
O=[n+]1c2c(n([O-])c3cc(F)c(N4CCCC4)cc31)CCCC2	0.7	20	3	1.3	-9	82[fluorescence artefact?]	3	-2	41
CC(C)CNC(=O)C1C2C=CC(C2)C1C(=O)O (stereo unspecified)	0.8	4	-2	1	-6	116	3	0	1
CC1CCCCC1NC(=O)C(Cc1ccccc1)NS(=O)(=O)c1cccs1 (stereo unspecified)	1.1	1	-1	1	-34	94	13	1	19
COc1ccccc1-n1cnnc1SCC(=O)N1CCN(S(=O)(=O)c2ccccc2)CC1	1.7	5	-3	1.1	-22	109	-4	-1	3[fluorescence artefact?]
C=CCn1c(SCC(=O)NC(C)(C)C)nnc1-c1ccccc1O	0.9	9	-2	1.1	-19	95	-3	-4	0
COc1ccc(CC(C)N2CCN(c3ccccc3)CC2)cc1OC (stereo unspecified)	0.9	-8	4	1.1	-12	105	2	-1	-4
COc1ccccc1N1CCN(Cc2nc(N)nc(Nc3ccc(C)cc3)n2)CC1	1.1	-1	5	1.4	-4	113[fluorescence artefact?]	4	-3	4

Compound activity as filed in PubChem.
